High-throughput results (PubChem BioAssay)
SMN2 splice up – increases expression of the SMN2 splice variant; Potency, µM (highest dose often 46.1 µM), inactives show top-dose activity change, positive = activation, most hits filed as activators; 2.8% of 210,000 active; HEK293 SMN2-luciferase splicing reporter, luminescence, 30-36 h; further: % of control where 0% means no effect; nearly all actives have a fitted effect of over 55% in size
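HEK293 cells carry an SMN2 minigene-luciferase reporter in which exon 7 inclusion puts luciferase in frame. Cells were seeded at 2000 cells/well, attached for 10-12 hours, then exposed to compounds for 30-36 hours at 37C before ONE-Glo luminescence.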
GAA inh – alpha-glucosidase (human) inhibition | purified human GAA, 4-MU-alpha-glucoside fluorescence | Potency, µM (series often up to 76.9 µM), for inactives: at the top dose activity change, negative = inhibition, hits mostly inhibitors | 0.005% of 200,000 active;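 further: plate controls were uninhibited enzyme wells for no effect and no-enzyme background for full effect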
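Activity normalized between no-enzyme (basal) and enzyme-only wells. Conditions: 4 nM human enzyme, 400 uM fluorogenic substrate, citrate/phosphate pH 5.0 with Tween-20, 20 min room temperature, compounds up to 77 uM.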
ALDH1A1 block – inhibitors of human aldehyde dehydrogenase 1A1; Potency, µM (titrated, usually from 75.3 µM), inactives show at the highest dose activity, negative = inhibition, usual class: inhibitors; Purified ALDH1A1, NADH fluorescence, propionaldehyde substrate; P00352; AID 1030; 7.3% of 220,000 active; active means well fitted inhibition curve with a large enough effect, not every such curve was filed as active; inconclusive means small, poorly fitted or top-dose-only effect, or another doubt; inactive means no such curve, though single readings can be large or run the other way;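 further: plate controls were no enzyme wells and a reference inhibitor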
Target sequence (P00352 whole entry, looked up): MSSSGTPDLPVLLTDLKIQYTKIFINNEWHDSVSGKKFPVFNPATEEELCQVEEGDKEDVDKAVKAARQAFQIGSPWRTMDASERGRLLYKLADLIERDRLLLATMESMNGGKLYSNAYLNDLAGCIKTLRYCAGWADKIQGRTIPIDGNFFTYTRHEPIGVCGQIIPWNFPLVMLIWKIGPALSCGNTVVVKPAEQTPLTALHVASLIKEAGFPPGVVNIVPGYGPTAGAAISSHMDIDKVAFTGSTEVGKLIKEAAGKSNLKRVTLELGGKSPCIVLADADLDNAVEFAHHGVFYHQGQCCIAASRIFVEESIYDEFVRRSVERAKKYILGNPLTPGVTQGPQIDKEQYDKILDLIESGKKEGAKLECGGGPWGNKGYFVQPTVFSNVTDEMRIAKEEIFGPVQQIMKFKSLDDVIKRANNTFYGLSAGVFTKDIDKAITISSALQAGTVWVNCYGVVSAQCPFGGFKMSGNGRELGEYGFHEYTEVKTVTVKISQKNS
GLA spleen mod – inhibits or activates alpha-galactosidase in human spleen homogenate. Potency, µM (titrated, usually from 80 µM), for inactives: top-dose activity change, negative = inhibition, most hits filed as inhibitors. human spleen homogenate, 4MU-alpha-Gal fluorescence, 40 min. 0.008% of 240,000 active. P06280;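 further: 0% = enzyme with vehicle and -100% = no enzyme basal signal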
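Human spleen homogenate (1 ug) as enzyme source, 4-methylumbelliferyl-alpha-D-galactopyranoside 1 mM final, citrate/phosphate pH 5.0 with 0.01% Tween-20. Compounds 40 min at 37C, NaOH/glycine stop; fluorescence Ex 365/Em 440, Hill-fit AC50.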
GAA spleen mod – inhibits or activates alpha-glucosidase in human spleen homogenate | P10253 | AID 2112 | Potency, µM (series often up to 79.9 µM), for the others: at the top dose activity change, negative = inhibition, actives largely listed as inhibitors | human spleen homogenate, 4-MU-alpha-glucoside fluorescence | 0.006% of 240,000 active;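 further: 0% = enzyme with vehicle and -100% = no enzyme basal signal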
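Human spleen homogenate (1 ug) incubated with compounds and 1 mM 4-methylumbelliferyl-alpha-D-glucopyranoside in pH 5.0 citrate/phosphate buffer, 37 C, 40 min. Stopped at pH 10; 4-MU fluorescence (Ex 365/Em 440 nm); AC50 by Hill fit.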
RGS12 GoLoco inh – inhibitors of human Gai1-RGS12 GoLoco interaction (red fluorophore); Potency, µM (top dose mostly 61.6 µM), for the others: at the highest dose activity, negative = inhibition, actives largely listed as inhibitors; P63096; 0.44% of 230,000 active; Gai1:RGS12 GoLoco peptide FP, rhodamine, 10 min; active means well fitted inhibition curve with a large enough effect, not every such curve was filed as active; inactive means no such curve, though single readings can be large or run the other way; further: on the % scale 0 is the no-effect control and ±100 the full control effect; nearly all actives have a fitted effect of over 30% in size; many of its hits are not listed in these tables
Target sequence (P63096 whole entry, looked up): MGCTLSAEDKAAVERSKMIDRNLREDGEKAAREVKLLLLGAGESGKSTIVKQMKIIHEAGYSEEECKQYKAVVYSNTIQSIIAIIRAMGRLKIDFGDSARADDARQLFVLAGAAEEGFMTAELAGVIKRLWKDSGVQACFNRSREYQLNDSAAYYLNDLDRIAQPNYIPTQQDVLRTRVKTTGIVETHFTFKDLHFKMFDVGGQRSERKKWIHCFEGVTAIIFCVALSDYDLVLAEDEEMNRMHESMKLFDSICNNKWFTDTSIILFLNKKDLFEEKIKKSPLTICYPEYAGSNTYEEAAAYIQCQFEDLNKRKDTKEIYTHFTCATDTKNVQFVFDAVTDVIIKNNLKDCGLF
JMJD2E inh – inhibitors of human JMJD2E histone demethylase; B2RXH2; JMJD2E catalytic domain, FDH-coupled NADH fluorescence (FDH is formaldehyde dehydrogenase); Potency, µM (top dose mostly 57.1 µM), without a hit: top-dose activity change, negative = inhibition, usual class: inhibitors; 1.6% of 230,000 active; active means well fitted inhibition curve with a large enough effect, not every such curve was filed as active; inconclusive means small, poorly fitted or top-dose-only effect, or another doubt; inactive means no such curve, though single readings can be large or run the other way;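 further: 0% = wells with enzyme and -100% = buffer wells without enzyme; nearly all actives have a fitted effect of over 50% in size; many of its hits are not listed in these tables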
GAA glycogen – GAA glycogen-cleavage inhibition or activation; AID 2100; recombinant GAA, glycogen substrate, Amplex Red glucose oxidase fluorescence; Potency, µM (series often up to 76.4 µM), for the others: at the top dose activity change, negative = inhibition, most hits filed as inhibitors; P10253; 0.38% of 300,000 active;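 further: 0% = full enzyme reaction and -100% = no-enzyme basal signal; the screen sought inhibitors and activators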
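Recombinant human alpha-glucosidase (4 nM final) hydrolysed bovine liver glycogen (30 ug) for 40 min at 37 C in pH 5.0 citrate/phosphate with 0.01% Tween-20. Released glucose detected by glucose oxidase/Amplex Red, Ex 573/Em 610 nm. Compounds up to 77 uM; AC50 from Hill fits.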
* marks the source's active call; other numbers are inactive results; ? = inconclusive; . = not tested or not shown; & = joins results of further samples; [ ] = another dose, or the depositor's remark. Unless noted, the call rests on the fitted dose curve; in most records, active means well fitted curve in the direction sought with a large enough effect; inconclusive means small, poorly fitted or top-dose-only effect, or another doubt; inactive means no such curve, though single readings can be large; an effect the other way counts as inactive or inconclusive. Potency means the concentration at half of the fitted maximal effect.

The opening four compounds (preview)
SMILES	SMN2 splice up	GAA inh	ALDH1A1 block	GLA spleen mod	GAA spleen mod	RGS12 GoLoco inh	JMJD2E inh	GAA glycogen
O=C(O)c1ccccc1C(=O)Nc1cccc([N+](=O)[O-])c1	.	5%	-8%	4%	-5%	6%	1%	-7%
O=C(/C=C/c1ccc(Cl)cc1Cl)n1cccn1	15%	1%	1%	4%	-5%	-6%	8%	3%
CCOC(=O)CSc1c(-c2ccc(Cl)cc2)[nH]c2ccccc12	-11%	4%	3%	-5%	6%	11%	-15%	-1%
CN(C)Cc1ccc(O)c(CCc2ccccc2)n1	1%	-1%	-3%	1%	-20%	-8%	-13%	0%

The listing, from the first entry:
SMILES	SMN2 splice up	GAA inh	ALDH1A1 block	GLA spleen mod	GAA spleen mod	RGS12 GoLoco inh	JMJD2E inh	GAA glycogen
O=C(O)c1ccccc1C(=O)Nc1cccc([N+](=O)[O-])c1	.	5%	-8%	4%	-5%	6%	1%	-7%
O=C(/C=C/c1ccc(Cl)cc1Cl)n1cccn1	15%	1%	1%	4%	-5%	-6%	8%	3%
CCOC(=O)CSc1c(-c2ccc(Cl)cc2)[nH]c2ccccc12	-11%	4%	3%	-5%	6%	11%	-15%	-1%
CN(C)Cc1ccc(O)c(CCc2ccccc2)n1	1%	-1%	-3%	1%	-20%	-8%	-13%	0%
COC(=O)c1ccccc1NC(=O)C1CC(=O)N(c2ccc(OC)cc2)C1 (stereo unspecified)	-4%	2%	-4%	7%	4%	-1%	-2%	0%
COc1ccc(NC(=O)c2c(C)nn(Cc3ccccc3)c2Cl)cc1S(=O)(=O)N1CCOCC1	-33%[inhibitor]	0%	-4%	1%	5%	1%	16%	3%
O=C(CCC1CCCN(c2ncccn2)C1)N1CCN(c2ccccn2)CC1 (stereo unspecified)	.	.	.	10%	5%	-1%	?	-11%
COC(=O)c1c(NC(=O)CCc2ccc(C)o2)sc(C)c1C	?	1%	?	3%	-3%	27%	?	-4%
C=CCN=C(NC#N)SC	.	2%	?	1%	2%	2%	0%	7%
CC1CCCN(C(=O)Cc2cn(Cc3cccc(Cl)c3)c3ccccc23)C1 (stereo unspecified)	-18%	-11%	?	-1%	-3%	2%	5%	-12%
CCOCC(=O)N1CCc2ccccc21	25%	1%	3.5µM*	2%	1%	7%	0%	4%
CCCC(=O)C1=C(O)C(C(=O)OC)C(C)(C)CC1=Nc1ccc(C)cc1 (stereo unspecified)	.	2%	-9%	-2%	2%	11%	-26%	9%
CS(=O)(=O)N1CCC(C(=O)N2CCc3ccccc3C2)CC1	-11%	-5%	8%	-7%	-8%	0%	7%	-6%
CCOC(=O)c1ccc(NC(=O)c2ccccc2N(C)S(=O)(=O)c2ccccc2)cc1	-17%	-4%	?	-5%	2%	-3%	-20%	-12%
COc1ccc(COC(=O)Nc2cn(C)nc2C(F)(F)F)cc1	-10%	-1%	8%	-3%	8%	-2%	-11%	-14%
COc1ccc(-n2c(COc3cccc(C)c3)nnc2SCC(=O)NCc2ccco2)cc1	-18%	-10%	?	-1%	-3%	-21%	-17%	3%
CN(C)CCOc1cccc(Cl)c1	5%	6%	-9%	-6%	5%	2%	22µM*	7%
COc1ccc(NC(=O)c2cccnc2SC)cc1S(=O)(=O)N1CCCCC1	-13%	?	-3%	-2%	0%	-34%	-5%	14%
CC1(C)CC(=O)N(Cc2ccccc2)C(=O)C1	-27%	-7%	-1%	2%	-4%	8%	-4%	-5%
O=C(Cn1[nH]c(=O)c2ccccc2c1=O)Nc1ccc(-c2nnc3n2CCCCC3)cc1	-1%	1%	14µM*	-8%	-1%	13%	2%	9%
CC1CC(=O)c2cnc(NCc3ccco3)nc2C1 (stereo unspecified)	20%	2%	?	-2%	-10%	8%	-9%	6%
Cc1cccc(OCCCC(=O)Nc2ccc(S(N)(=O)=O)cc2)c1C	-48%[inhibitor]	7%	-3%	-7%	-3%	-2%	2%	1%
CN(C(=O)CSc1nnc(-c2cccnc2)n1-c1ccccc1F)C1CCS(=O)(=O)C1 (stereo unspecified)	2%	6%	-3%	-3%	0%	14%	0%	9%
NC(=O)CSc1nnc(Cc2ccc3c(c2)OCO3)o1	-10%	?	0%	-1%	1%	14%	-26%	-15%
O=C(NCCC1=CCCCC1)C1CCC(CNS(=O)(=O)c2ccccc2)CC1 (stereo unspecified)	-33%[inhibitor]	2%	0.56µM*	-5%	-4%	-4%	6%	1%

Later entries.
SMILES	SMN2 splice up	GAA inh	ALDH1A1 block	GLA spleen mod	GAA spleen mod	RGS12 GoLoco inh	JMJD2E inh	GAA glycogen
Cc1ccc(NC(=O)c2sccc2SCc2cccc(C(F)(F)F)c2)cc1	-15%	-5%	-4%	4%	-4%	5%	-8%	-3%
CC(=O)n1nc(-c2cccc(C)c2)nc1SCC(=O)Nc1ccccc1	-2%	9%	4%	0%	-17%	7%	4%	0%
COC(=O)CC(NS(=O)(=O)c1cccs1)c1cccc2ccccc12 (stereo unspecified)	-2%	3%	-4%	1%	-2%	4%	-4%	-5%
COc1ccc(/C=C2\CCCc3c2nc2ccccc2c3C(=O)OCC(=O)c2c(N)n(C)c(=O)n(C)c2=O)cc1	-16%	-10%	4%	3%	6%	0%	-16%	-2%
COc1ccccc1NC(=O)CCC(=O)O	5%	-1%	4%	-6%	-3%	13%	9%	-5%
CC(Oc1cccc(NC(=O)c2cccs2)c1)C(=O)c1ccccc1 (stereo unspecified)	-7%	?	0%	-2%	3%	-8%	-4%	-3%
c1ccc2c(c1)CCN(CCCNc1nc3ccccc3n3cnnc13)C2	1%	1%[15.4 µM]	-5%	1%	-2%	0%	-8%	-10%
Cc1ccc(C(=O)OCC(=O)Nc2ccc3c(c2)OCO3)cc1S(=O)(=O)N1CCOCC1	-3%	-1%	9%	6%	-5%	0%	2%	3%
COC(=O)[C@@H]1C[C@@H]2CC[C@@H](O)C[C@@H]2N1Cc1ccc(N2CCN(C)CC2)cc1	-4%	.	?	6%&10%	6%&-4%	1%&15%	-28%&-7%	-11%
CCCCC(=O)Nc1cccn2ncnc12	-9%	-1%	-9%	3%	5%	5%	-1%	3%
O=C(Cn1nnc(-c2ccccc2NC(=O)c2cccs2)n1)Nc1ccccc1	-27%	4%	?	-8%	-1%	-9%	?	-4%
Cc1ccc(Nc2nc(=O)c3cccnc3s2)c(Br)c1	.	.	.	-2%	-1%	-8%	-3%	5%
O=C(c1cnn2c(C(F)F)cc(-c3ccccc3)nc12)N1CCCCC1c1cccnc1 (stereo unspecified)	.	.	.	1%	2%	5%	?	-5%
c1csc(-c2nnc(N3CCCCCC3)c3ccccc23)c1	.	4%	?	-12%	-6%	.	?	9%
COC(=O)C1=C(C)N(c2ccc(C(=O)OC)cc2)C(=O)C1	?	-2%	?	6%	5%	-4%	-3%	-5%
O=C(NNC1CC(=O)N(c2ccc3c(c2)OCCO3)C1=O)c1ccc(Cl)cc1 (stereo unspecified)	-37%[inhibitor]	11%	-9%	-1%	-3%	6%	-8%	-13%
CCn1c(SCC(=O)Nc2ccccc2N2CCCCC2)nc2c1c(=O)n(C)c(=O)n2C	-19%	-6%	?	-5%	-1%	5%	3%	-24%
COC(=O)c1c(C)[nH]c(O)c1C=Nc1ccc(C(C)C)cc1	14%	-9%	?	-1%	-7%	8%	-2%	?
Cc1cc(C(=O)NCCC(c2ccccc2)c2ccccc2)c(C)o1	3%	-7%	-14%	4%	1%	12%	-9%	-8%
CC(=O)NC(Cc1ccccc1)c1ccc2c(c1)OCCCO2 (stereo unspecified)	-1%	-1%	7%	3%	-10%	7%	13%	-2%
CN1CCN(c2ccc(CNC(=O)c3ccc4c(c3)OCCO4)cc2)CC1	.	.	.	2%	0%	8%	-1%	-9%
CCOC(=O)CN(C(=O)CSc1nnc(C)n1-c1ccccc1)c1ccccc1	-15%	?	-12%	-5%	-4%	1%	13%	-9%
O=C(NC(=S)NCCN1CCOCC1)c1ccccc1Cl	-1%	10%	6%	-1%	-12%	1%	17%	2%
O=C(c1cccs1)N1CCN(S(=O)(=O)c2cccs2)CC1	-5%	0%	-2%	-6%	-18%	2%	-2%	3%
CCOC(=O)c1c(Nc2ccccc2)sc(/C=C2\C=Nc3ccccc32)c1O	-6%	-5%	14%	9%	4%	8%	-4%	14%

Next section
SMILES	SMN2 splice up	GAA inh	ALDH1A1 block	GLA spleen mod	GAA spleen mod	RGS12 GoLoco inh	JMJD2E inh	GAA glycogen
Clc1cccc(-c2ccc(C=Nc3ccc(N4CCOCC4)cc3)o2)c1Cl	.	-2%	10µM*	1%	4%	-3%	?	-17%
C/C(CC(=O)NCc1ccco1)=N\NC(=O)CC#N	5%	3%	2%	2%	2%	5%	6%	0%
O=C(NNc1ccc(Cl)cc1)c1cccs1	.	-8%	?	6%	5%	-1%	-5%	?
COC(=O)C1(C)C=CCN1C(=O)c1ccccc1 (stereo unspecified)	-2%	.	2%	12%	5%	0%	9%	.
c1ccc(CCN=C2CCCc3c2[nH]c2ccccc32)cc1	.	.	.	5%	6%	-5%	?	-5%
Cc1ccc(S(=O)(=O)NC2CCC(C(=O)O)CC2)cc1 (stereo unspecified)	-7%	-2%	?	2%	2%	5%	1%	-6%
COc1cccc(OC)c1OCCCOc1ccc(C)cc1Br	-5%	-4%	2%	11%	-7%	6%	5%	-6%
CCc1nn2c(=O)cc(COc3ccc(/C=C4\C(=N)N5N=C(CC(C)C)SC5=NC4=O)cc3)nc2s1	.	.	.	5%	-5%	6%	?	4%
Cc1ccc(S(=O)(=O)n2c([N+](=O)[O-])cnc2C)c(C)c1C	5%	-6%	1%	0%	0%	9%	?	7%
CCCCOC(=O)c1ccc(NC(=S)N2CCN(c3ncc4c(=O)c(C(=O)O)cn(CC)c4n3)CC2)cc1	.	.	.	4%	0%	8%	-7%	-5%
CCOC(=O)c1c(C)[nH]c(C)c1C(=O)CSc1nnc(-c2ccco2)n1Cc1ccccc1	35µM*	1%	16µM*	2%	-7%	141%[activator]	9%	-5%
COc1ccc(CNC(=O)C2CCCN2S(=O)(=O)c2ccc(S(=O)(=O)N(C)C)cc2)cc1 (stereo unspecified)	-16%	-2%	-6%	2%	-4%	5%	0%	0%

Not all compounds are listed (hit frequency here may not be typical).
